High-throughput results (PubChem)
TCR act = Activators of T cell receptors: qHTS campaign; 330,000 tested, under 10 active; Potency, µM (top dose mostly 9.22 µM), for inactives: top-dose activation of IL-2 secretion, hits mostly activators; primary human leukocytes, anti-CD3, IL-2 HTRF, 48 h; AID 504894, 2011; also: % of control where 0% means no effect
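Using a-CD3 beads without co-stimulation, primary human leukocytes were exposed to compounds for 48 hr. An HTRF IL-2 kit measured the cytokine, with europium-to-d2 energy transfer producing emission at 665nm upon 320nm excitation.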
TSHR antagonist = Antagonists of the Thyroid Stimulating Hormone Receptor: HTS campaign; Thyrotropin receptor (Homo sapiens), P16473; TSHR-expressing cells, TSH-stimulated cAMP HTRF, 2 h; active compounds read low; activity change, negative = inhibition, % at 11.5 µM; actives 0.2% (n = 330,000); AID 504810, 2011;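 active = activity change below a set negative limit, meaning inhibition stronger than a set level, cut at about -70% in these data; inconclusive = activity change between two set negative limits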; also: % is scaled to controls: 0 for no effect and ±100 for the full control effect
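Freshly harvested TSHR cells receive pin-tooled compound, then EC80 TSH at 4nM final. After 2 hours at 37 deg C, antibody in lysis buffer and cAMP-d2 are added; 30 minutes at ambient temperature precede the HTRF read.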
CXXC DNA block = qHTS Fluorescence Polarization Assay for Inhibitors of MLL CXXC domain - DNA interaction; MLL-CXXC / FITC-HOXA9 DNA fluorescence polarization; Potency, µM (titrated, usually from 115 µM), for the others: at the highest dose activity change, negative = inhibition, most hits filed as inhibitors; actives 0.037% (n = 290,000); AID 2662, 2010; active = well fitted inhibition curve with a large enough effect in the polarisation, with a control signal flat, not every such curve was filed as active; inconclusive = small, poorly fitted or top-dose-only effect, or effect the other way, or a change in a side signal; inactive = no such curve, though single readings can be large or run the other way; the % refers to the polarisation; also: potency is read from the fitted curve at half-maximal effect
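Fluorescence polarization: 7 uM MLL-CXXC (stock) preincubated 5 min with compounds, then 50 nM fluorescein-HOX-A9 DNA (stock) added; 30 min ambient. Buffer 50 mM Tris-HCl pH 7.5, 50 mM NaCl, 1 mM DTT, 0.05% BSA.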
MBNL1 CUG block = qHTS Assay for Inhibitors of MBNL1-poly(CUG) RNA binding; TR-FRET MBNL1-His/biotin-(CUG)12 binding, 665/545 ratio; Potency, µM (top dose mostly 57.5 µM), for the others: top-dose activity change, negative = inhibition, hits mostly inhibitors; actives 0.036% (n = 280,000); AID 2675, 2010; active = well fitted inhibition curve with a large enough effect in the signal ratio, with a control signal flat, not every such curve was filed as active; inconclusive = small, poorly fitted or top-dose-only effect, or effect the other way, or a change in a side signal; inactive = no such curve, though single readings can be large or run the other way; the % refers to the signal ratio; also: potency is read from the fitted curve at half-maximal effect; % is scaled to controls: 0 for no effect and ±100 for the full control effect
Target sequence (Q9NR56 whole entry, looked up): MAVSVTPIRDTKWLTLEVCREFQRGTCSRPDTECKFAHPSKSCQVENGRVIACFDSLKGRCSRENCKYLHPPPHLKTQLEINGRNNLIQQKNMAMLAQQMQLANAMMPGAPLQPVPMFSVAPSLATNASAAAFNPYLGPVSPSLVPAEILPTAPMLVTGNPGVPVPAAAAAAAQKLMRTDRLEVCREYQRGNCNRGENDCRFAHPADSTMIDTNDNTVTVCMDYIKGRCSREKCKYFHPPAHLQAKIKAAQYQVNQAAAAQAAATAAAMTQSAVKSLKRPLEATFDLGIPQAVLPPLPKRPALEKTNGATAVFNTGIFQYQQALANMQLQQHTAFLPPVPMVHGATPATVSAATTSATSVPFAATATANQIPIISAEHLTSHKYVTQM
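His-tagged MBNL1 binding to biotinylated (CUG)12 RNA was measured by TR-FRET using terbium anti-His antibody (0.055 ng/ul final) and streptavidin-XL665 (5 nM final). Compounds were titrated 92 nM to 58 uM; 60 min at room temperature.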
ASM inhibitor = Inhibitors of Secretory Acid Sphingomyelinase (S-ASM): qHTS; Sphingomyelin phosphodiesterase (Homo sapiens), P17405; placental ASM, HMU-PC fluorogenic substrate, 60 min; Potency, µM (doses to about 57.5 µM), for inactives: top-dose activity change, negative = inhibition, hits mostly inhibitors; actives 0.006% (n = 340,000); AID 504937, 2011; also: potency is read from the fitted curve at half-maximal effect
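Fluorogenic HMU-PC substrate (9 uM final) is turned over by placental ASM in 60 min at 37 C after a 10 min compound preincubation. Reaction ended by alkaline stop (pH 10), with fluorescence read at 386/447 nm.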
Menin-MLL TR inh = qHTS Assay for Inhibitors Targeting the Menin-MLL Interaction in MLL Related Leukemias: Competition With Texas Red Labeled MLL-derived Mutant Peptide; O00255; Menin + Texas Red MLL mutant peptide, fluorescence polarization; Potency, µM (doses to about 61.6 µM), for inactives: at the top dose FP activity change, negative = inhibition, hits mostly inhibitors; AID 1768, 2009; actives 0.23% (n = 270,000); active = well fitted inhibition curve with a large enough effect in the polarisation, with a control signal flat, not every such curve was filed as active; inconclusive = small, poorly fitted or top-dose-only effect, or effect the other way, or a change in a side signal; inactive = no such curve, though single readings can be large or run the other way; the % refers to the polarisation; also: potency is read from the fitted curve at half-maximal effect; % of control where 0% means no effect; many of its hits are not listed in these tables
TSG101-PTAP inh = qHTS Assay for Iinhibitors of HIV-1 Budding by Blocking the Interaction of PTAP/TSG101 | Potency, µM (doses to about 115 µM), for inactives: at the top dose activity change, negative = inhibition, usual class: inhibitors | Tumor susceptibility gene 101 protein (Homo sapiens), Q99816 | Fluorescence polarization, FITC-PTAP peptide / Tsg101 binding | 340,000 tested, under 10 active; active = well fitted inhibition curve with a large enough effect in the main read-out, with a control signal flat, not every such curve was filed as active; inconclusive = small, poorly fitted or top-dose-only effect, or effect the other way, or a change in a side signal; inactive = no such curve, though single readings can be large or run the other way; also: potency is read from the fitted curve at half-maximal effect; % of control where 0% means no effect
Target sequence (Q99816 whole entry, looked up): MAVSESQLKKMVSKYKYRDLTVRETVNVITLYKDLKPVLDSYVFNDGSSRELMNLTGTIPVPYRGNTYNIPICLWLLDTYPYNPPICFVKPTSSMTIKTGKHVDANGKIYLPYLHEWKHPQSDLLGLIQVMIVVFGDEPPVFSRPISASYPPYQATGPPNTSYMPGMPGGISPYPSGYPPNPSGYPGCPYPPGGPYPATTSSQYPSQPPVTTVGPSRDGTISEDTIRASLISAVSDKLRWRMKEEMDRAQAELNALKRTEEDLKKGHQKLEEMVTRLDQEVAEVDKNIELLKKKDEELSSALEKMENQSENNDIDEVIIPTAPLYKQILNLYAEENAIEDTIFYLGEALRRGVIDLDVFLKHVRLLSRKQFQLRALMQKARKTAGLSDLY
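FP read-out: FITC-PTAP peptide, 50 nM final, binding Tsg101 binding domain, 10 uM final; 20 min, r.t.; 10 mM HEPES pH 7.5, 0.15 M NaCl, 0.01% Tween 20, 3 mM EDTA, 0.1 mM TCEP.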
A-T KAP1 phos = qHTS Assay for Identifying a Potential Treatment of Ataxia-Telangiectasia. actives 0.19% (n = 320,000). AID 485349, 2010. […] A-T fibroblasts, KAP-1 phosphorylation AlphaLISA; neocarzinostatin DNA damage 30 min before lysis. Potency, µM (doses to about 57.5 µM), for inactives: at the highest dose activation, usual class: activators; also: potency is read from the fitted curve at half-maximal effect; % of control where 0% means no effect; nearly all actives have a fitted effect of over 45% in size
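hTERT-immortalized A-T patient fibroblasts ([…]), 500 cells/well in OPTI-MEM, 1% FBS, got compounds for 60 min, then NCS for 30 min at 37C. Lysates were then assayed for phospho-KAP-1 by AlphaLISA (anti-pKAP1 donor, anti-KAP1 acceptor beads), 6 hr at 25C.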
Mito fusion yeast = qHTS Assay for Small Molecule Inhibitors of Mitochondrial Division or Activators of Mitochondrial Fusion. S. cerevisiae fusion-defective mutant growth rescue, CellTiterGlo 48 h. Potency, µM (series often up to 46.1 µM), without a hit: at the highest dose growth rescue (activation), actives largely listed as activators. actives 0.23% (n = 320,000). AID 485298, 2010;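 also: potency is read from the fitted curve at half-maximal effect; % of control where 0% means no effect; nearly all actives have a fitted effect of over 45% in size; temperature-sensitive fusion mutants such as fzo1-1 at 37 °C on non-fermentable ethanol glycerol medium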
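Temperature-sensitive fusion-defective S. cerevisiae (e.g. fzo1-1, mgm1-5) were grown with compound in YPEG medium (3% ethanol, 3% glycerol) for 48 hours at 37C. Growth rescue was measured as viability by CellTiterGlo luminescence after 10 minutes at ambient.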
a7 integrin act = qHTS for Activators of Integrin-Mediated Alleviation for Muscular Dystrophy; actives 0.064% (n = 350,000); Potency, µM (doses to about 38.3 µM), inactives show at the top dose activation, hits mostly activators; alpha7betagal myoblasts, beta-gal FDG fluorescence, 48 h;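 also: potency is read from the fitted curve at half-maximal effect; 100% = response of the positive control SU9516; nearly all actives have a fitted effect of over 60% in size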
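alpha7betagal+/- myoblasts (passage 13, 250/well) treated 48 h at 37C with compounds at 1:260 dilution of DMSO stock. Lysed, then beta-galactosidase activity read as FDG fluorescence (ex 480/em 540) after 30 min, with pre-read for autofluorescence.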
Numbers without * were called inactive; ? = inconclusive; . = not tested or not shown; [ ] = remark or other dose. Unless noted, calls follow the shape of the dose curve; as a rule, active = well fitted curve in the direction sought with a large enough effect; inconclusive = small, poorly fitted or top-dose-only effect, or another doubt; inactive = no such curve, though single readings can be large; an effect the other way counts as inactive or inconclusive. Not all compounds are listed; count on the stated rates, not on these rows.

SMILES | TCR act | TSHR antagonist | CXXC DNA block | MBNL1 CUG block | ASM inhibitor | Menin-MLL TR inh | TSG101-PTAP inh | A-T KAP1 phos | Mito fusion yeast | a7 integrin act
CC1CN(CC(=O)NCc2ccc(F)cc2)CC(C)O1 (stereo not drawn) | -20% | 1 | -3% | -2% | -2% | 2% | -1% | 4% | -5% | 35%
COc1ccc(CC(=O)NCC2CCCN(Cc3ccc(OC(F)(F)F)cc3)C2)cc1 (stereo not drawn) | 1% | -2 | 4% | -4% | 0% | -11% | -7% | 10% | 0% | -12%
CC1(C)NC(=O)N(CCCCOc2cccc(C(F)(F)F)c2)C1=O | 2% | 7 | -1% | 2% | 2% | 10% | -8% | 3% | 6% | -1%
CC1CCN(CCOc2ccccc2-c2ccccc2)CC1 | -2%[46.1 µM] | 5 | 8% | . | 0% | -8% | -5% | -6% | 8% | -8%
Cc1ccccc1NC(=O)CC1C(=O)NCCN1C(=O)c1cccc(Cl)c1 (stereo not drawn) | 6% | 14 | ? | -1% | -2% | -3% | 0% | 3% | 0% | ?
COc1ccc(-c2nnc(C(C)Nc3cccc(C(=O)NC4CC4)c3)o2)cc1 (stereo not drawn) | -1% | 12 | . | . | 1% | . | -2% | 5% | . | 2%
O=C(c1ccc(CS(=O)(=O)c2c(Cl)cccc2Cl)o1)N1CCCC1 | -4% | 14 | 2% | -20% | -2% | -1% | -13% | -3% | 3% | 2%
Cc1ccc([N+](=O)[O-])cc1S(=O)(=O)Nc1cccc(-c2ccc(N3CCCC3)nn2)c1 | 4% | -13 | . | . | -18% | . | -4% | 1% | 16% | 20%
Cc1c(C(C)(C)C)s/c(=N/S(=O)(=O)c2ccccc2)n1C | -1% | 3 | -1% | -11% | -1% | -14% | -1% | -2% | 3% | 4%
Cc1ccc(/C(N)=N/OC(=O)c2cccc(F)c2)cc1 | . | 8 | 2% | 5% | 2% | ? | -2% | 21% | 5% | 12%[7.66 µM]
Cc1c(C(=O)NCC2CCCO2)oc2ccc(Br)cc12 (stereo not drawn) | -5% | -10 | . | . | -5% | . | -2% | . | 4% | 15%
O=[N+]([O-])c1cc(CN2CCCC2)ccc1Sc1ccc(Cl)cc1 | 10% | -5 | 15% | ? | -6% | -17% | 0% | 7% | 3% | -38%
CN(CC(=O)NCc1cccc(F)c1)C(=O)c1ccco1 | . | 3 | 2% | -3% | -1% | -12% | -2% | 0% | -4% | 9%
O=C(/C=C/c1ccccc1[N+](=O)[O-])Nc1ccc(S(=O)(=O)Nc2ncccn2)cc1 | -1% | 5 | 9% | ? | -4% | ? | -2% | -1% | 4% | -10%
Cc1nnc(SCC(=O)c2cc(C)n(-c3ccc4c(c3)OCO4)c2C)s1 | -2% | -24 | 5% | 4% | -2% | 8% | -4% | -4% | -4% | 0%
COc1ccc(C(=O)c2oc3nc(C)cc(C)c3c2N)cc1 | -4% | 8 | 25% | ? | 40%[activator] | -27% | -10% | -3% | 8% | 18%
O=C(NCc1ccc2c(c1)OCO2)c1cc(S(=O)(=O)N2CCCCC2)ccc1F | -1% | 2 | -8% | 0% | -2% | 14% | -1% | 4% | 7% | 18%
O=C(CNS(=O)(=O)c1ccc(Br)s1)NCc1ccccc1 | 1% | -1 | 3% | -4% | 2%[11.5 µM] | -10% | -5% | 0% | 1% | -2%
CCOc1ccc2[nH]c(=O)c(CN(CCO)C(c3nnnn3C3CCCCC3)C(C)C)cc2c1 (stereo not drawn) | 0% | 5 | -7% | ? | 36% | 1% | -2% | 1% | 3% | -9%
C=CCc1cc(C=O)cc(OCC)c1O | 3% | -3 | -4% | -27% | 1% | 17% | -2% | -5% | 2% | -2%
Cc1csc(=O)n1CCC(=O)OCC(=O)Nc1ccc(Cl)cn1 | 5% | 4 | . | . | 1% | . | 1% | 3% | 1% | 27%
O=C(O)C1(NS(=O)(=O)c2ccc(F)c(Cl)c2)CCCCC1 | -3% | 12 | 1% | -6% | 4% | 9% | -6% | -5% | -7% | 18%[7.66 µM]
CCOc1cc(/C=C2/C(=N)N3N=C(C)SC3=NC2=O)ccc1OS(=O)(=O)c1ccc(C)cc1 | -2% | -5 | ? | 1% | -3% | -9% | -3% | 1% | 4% | 0%
C=CCn1cccc(C(=O)Nc2ccc(C)c(C)c2)c1=O | 5% | 14 | 17% | 0% | -5% | 12% | -7% | 20% | 22% | 33%
CN(C)Cc1ccc(F)cc1Sc1ccc(Cl)cc1Cl | 5%[46.1 µM] | -3 | 20% | -2% | 0% | 1% | -1% | ? | 0% | -24%
O=C(O)c1ccc(CN2CCOCC2)o1 | 2% | -3 | 7% | 0% | 0% | 9% | -1% | 3% | -1% | -11%
Cn1c(SCC(=O)N2CCOCC2)nnc1-c1cccc(NC(=O)c2ccccc2F)c1 | -5% | 22 | -3% | -7% | 3% | 2% | -1% | 1% | -2% | -3%
O=C(COc1cccc2cccnc12)N1CCc2ccccc21 | 8% | 22 | -17% | 18% | 1% | 21% | -4% | 9% | 13% | 1%
Cc1ccc(-c2nnc(Nc3ccccc3)o2)cc1 | . | 3 | 11% | 5% | -2% | 32%[activator] | 1% | 4% | -6% | 23%
CCOC(=O)c1[nH]c2ccc(Br)cc2c1NC(=O)CCN1CCOCC1 | 3% | -11 | 2% | . | 3% | . | -3% | 5% | -2% | 20%
CC1CC(C)CN(c2ccc(-n3cnnn3)cc2[N+](=O)[O-])C1 (stereo not drawn) | -4% | 12 | 14% | ? | -20% | 13% | -5% | 6% | 5% | -20%
O=C(c1ccco1)N1CCN(S(=O)(=O)N2CCOCC2)CC1 | -2% | -10 | -2% | 6% | 3% | -5% | -3% | . | -4% | -4%
COc1ccc(N2CC(C(=O)N/N=C/c3ccccc3)CC2=O)cc1 (stereo not drawn) | 7% | -5 | -20% | 18% | 3% | 12% | 2% | -2% | -1% | ?
C=CC1=CCN(S(=O)C(C)(C)C)[C@@H]1CCO (stereo partly drawn) | 10% | . | . | . | 8% | . | 3% | . | . | 23%
O=C(Nc1cccc(Cl)c1)N(CCCN1CCOCC1)Cc1ccccc1F | -1% | 5 | 2% | -3% | 3% | 29% | -7% | -6% | -2% | 1%
COC(=O)C1=CN(c2ccc(F)cc2)C=C(C(=O)OC)C1c1ccc(O)cc1 | -4% | 5 | 7% | 14% | . | 67%[activator] | -4% | 23% | 4% | 42%
COc1ccccc1-c1sc2cc3c(cc2c1-c1ccc(OCCN2CCOCC2)cc1)OCO3 | 3%[46.1 µM] | 60 | . | . | 13% | . | 2% | 4% | . | 5%
O=C(NC1CCCC1)C1CCCN(S(=O)(=O)c2cccc3cccnc23)C1 (stereo not drawn) | -11% | 1 | 4% | 1% | -3% | -15% | 0% | -6% | -4% | 43%
C=CCOc1ccc(/C=C2\SC(=S)N(C(C(=O)O)c3ccccc3)C2=O)cc1 (stereo not drawn) | 5% | -25 | -16% | -5% | -6% | . | -2% | 4% | 1% | 15%
COCCNC(=O)c1cccc(OC2CCN(Cc3cccc(SC)c3)CC2)c1 | -2% | 2 | 4% | -11% | -3% | -7% | -1% | 11% | -3% | -24%
COC(=O)c1sccc1S(=O)(=O)NC(C)c1cnn(-c2ccc(OC)cc2)c1C (stereo not drawn) | -5% | -10 | 3% | 2% | -1% | ? | . | 7% | 0% | 21%
CCOc1ccccc1N(C(=O)c1snc(C(N)=O)c1N)C(C(=O)NC1CCCC1)c1cccs1 (stereo not drawn) | 2% | ? | -1% | 18% | . | ? | -4% | 5% | 10% | 10%
